Source: PubChem
HT1080NT lethal – kills 2HG-producing HT-1080-NT fibrosarcoma cells; HT-1080-NT fibrosarcoma viability, CellTiter-Glo ATP luminescence, 48 h; Potency, µM (highest dose often 46.1 µM), for the others: at the highest dose activity, negative = less viability, most hits filed as cytotoxic; 360,000 tested, 1.6% active; AID 686970;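 further: NT is the 2HG producing partner of a matched IDH1 knockdown line; 0% = DMSO-treated cells and -100% = media-only wells without cells; nearly all actives have a fitted effect of over 55% in size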
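Luminescent CellTiter-Glo readout after 48 hours of compound exposure at 37 degrees C defined viability of HT-1080-NT cells. Activity was normalized to DMSO wells and cell-free media wells; concentration-response curves were fitted and assigned curve classes.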
HT1080 IDH1KD tx – toxicity to HT-1080 IDH1 knockdown cells (counter line). 360,000 tested, 2% active. AID 686971. Potency, µM (series often up to 46.1 µM), without a hit: top-dose activity, negative = toxicity, usual class: cytotoxic. HT-1080 IDH1 knockdown viability, ATP luminescence, 48 h;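 further: 0% = DMSO wells and -100% = cell-free medium wells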
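HT-1080-IDH1KD cells (IDH1 knocked down), 750/well in RPMI with 5% FBS, treated with compound 48 h at 37 degrees C. Viability by CellTiter-Glo luminescence, normalised to DMSO and no-cell wells; concentration-response curves classed.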
GLP1R inv ag – acts as inverse agonist at human GLP-1 receptor | HEK293 GLP-1R CRE-luciferase, luminescence, 24 h; GLP-1R form is constitutively active | Potency, µM (top dose mostly 38.3 µM), without a hit: at the top dose activity change, negative = inhibition, actives largely listed as inhibitors | 410,000 tested, 1.6% active | AID 624417; further: on the % scale 0 is the no-effect control and ±100 the full control effect; nearly all actives have a fitted effect of over 55% in size
Target sequence (P43220 whole entry, looked up): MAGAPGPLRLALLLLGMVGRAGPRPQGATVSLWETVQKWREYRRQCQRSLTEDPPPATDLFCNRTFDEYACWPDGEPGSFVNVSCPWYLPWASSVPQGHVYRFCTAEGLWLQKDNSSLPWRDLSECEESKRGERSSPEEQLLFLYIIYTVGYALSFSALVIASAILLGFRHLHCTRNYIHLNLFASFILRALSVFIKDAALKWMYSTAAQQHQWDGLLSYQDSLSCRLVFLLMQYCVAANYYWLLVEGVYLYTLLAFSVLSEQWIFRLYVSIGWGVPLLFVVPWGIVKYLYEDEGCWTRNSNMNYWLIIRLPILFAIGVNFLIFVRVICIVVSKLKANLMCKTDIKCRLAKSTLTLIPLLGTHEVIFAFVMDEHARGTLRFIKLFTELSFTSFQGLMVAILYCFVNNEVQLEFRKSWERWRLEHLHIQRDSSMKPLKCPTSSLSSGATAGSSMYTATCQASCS
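Constitutively active GLP-1R drives a cAMP-responsive luciferase in stably transfected HEK293 cells; test compounds are added after overnight (12 h) attachment and left 24 hr, and signal loss in luminescence marks inhibition.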
SW480 rereplic – inducers of DNA re-replication in SW480 colon cancer cells. 340,000 tested, 1.8% active. Potency, µM (series often up to 46.1 µM), without a hit: at the highest dose re-replication activation, usual class: activators. SW480 DNA re-replication, Hoechst DNA content imaging, 48 h; further: % of control where 0% means no effect; nearly all actives have a fitted effect of over 55% in size
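Image-based DNA-content assay: after two days of treatment, nuclei were labelled with the DNA dye Hoechst and imaged, and hits were compounds raising the count of nuclei showing high fluorescence intensity.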
KB-3-1 tox – KB-3-1 parental cell cytotoxicity; 400,000 tested, 1.4% active; Potency, µM (titrated, usually from 46.1 µM), for the others: at the top dose activity change, negative = cytotoxic, usual class: cytotoxic; KB-3-1 viability, CellTiter-Glo ATP luminescence, 72 h; AID 1347075; further: on the % scale 0 is the no-effect control and ±100 the full control effect; nearly all actives have a fitted effect of over 60% in size
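Multi-concentration cytotoxicity screen in KB-3-1 cells grown in DMEM lacking phenol red with 10% FBS. After 72 h at 37 °C with compound, ATP-dependent luminescence was recorded.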
KB-V1 MDR tox – kills drug-selected multidrug resistant KB-V1 cells; 400,000 tested, 3.4% active; KB-V1 MDR cells viability, CellTiter-Glo, 72 h; Potency, µM (series often up to 46.1 µM), without a hit: at the top dose activity change, negative = cytotoxicity, usual class: cytotoxic; further: on the % scale 0 is the no-effect control and ±100 the full control effect; nearly all actives have a fitted effect of over 60% in size
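Cytotoxicity via CellTiter-Glo luminescence after 72 h compound exposure at 37 degrees C. Cells: drug-selected KB-V1 line, DMEM phenol-red free plus 10% FBS. Compounds tested at multiple concentrations; normalized data fitted to concentration-effect curves.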
GLP1R ag – agonists of human GLP-1 receptor | P43220 | HEK293 GLP-1R CRE-luciferase, luminescence, 4-6 h; cells express a hypersensitive GLP-1R form | Potency, µM (titrated, usually from 45.6 µM), for inactives: at the top dose activation, usual class: activators | 380,000 tested, 0.007% active; further: % of control where 0% means no effect
HEK293 tox – cytotoxic in the GLP-1 receptor inverse agonist counter-screen; Potency, µM (titrated, usually from 38.3 µM), inactives show at the top dose activity change, negative = inhibition, actives largely listed as inhibitors; AID 624418; 410,000 tested, 0.13% active; HEK293 cAMP-luciferase reporter cells, luminescence, 24 h;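 further: loss of luciferase light is scored as toxicity; on the % scale 0 is the no-effect control and ±100 the full control effect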
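Cells in DMEM/10% Nu serum/1% pen-strep, 1536-well format. Pre-incubated 12 h, dosed with 23 nL compound, incubated a further 24 h. Luciferase detection, 12 min at room temp, luminescence.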
TDP43 rescue – TDP-43 toxicity inhibition in yeast. TDP-43 expressing yeast growth rescue, BacTiter-Glo, 24 h. Potency, µM (titrated, usually from 46.1 µM), for the others: at the top dose growth rescue (activation), actives largely listed as activators. 410,000 tested, 1.8% active. AID 652104; further: % of control where 0% means no effect; nearly all actives have a fitted effect of over 50% in size
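Readout is BacTiter-Glo luminescence of cell growth, so inhibitors register as activators. TDP-43-expressing yeast at OD600=0.02 in galactose medium, after raffinose pregrowth to mid-log, were incubated with compound for 24 hr at 30 deg C.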
Starred values were filed as active, the others as inactive; [ ] = dose if it differs, or a comment. The call rests on the fitted dose curve; in most records, active means well fitted curve in the direction sought with a large enough effect; inconclusive means small, poorly fitted or top-dose-only effect, or another doubt; inactive means no such curve, though single readings can be large; an effect the other way counts as inactive or inconclusive. Potency means the concentration at half of the fitted maximal effect. Rows are unselected, and some 9.4% of all compounds hit somewhere here.

What do the screens show for `O=C1C=CC(=O)N1N(c1ccccc1)c1ccccc1`?
HT1080NT lethal: -26%; HT1080 IDH1KD tx: inconclusive; GLP1R inv ag: -30%; SW480 rereplic: inconclusive; KB-3-1 tox: 14%; KB-V1 MDR tox: -19%; GLP1R ag: -28%; HEK293 tox: -4%; TDP43 rescue: inconclusive

What do the screens show for `COc1cccc(C(=O)/C=C2\NCCc3cc(OC)c(OC)cc32)c1`?
HT1080NT lethal: -9%; HT1080 IDH1KD tx: -7%; GLP1R inv ag: 125%[activator]; SW480 rereplic: -7%; KB-3-1 tox: 16%; KB-V1 MDR tox: -12%; GLP1R ag: inconclusive; HEK293 tox: -12%; TDP43 rescue: 17%

How did O=C(NNC(=O)c1ccc(-c2ccccc2)cc1)Nc1ccc(F)cc1F do in these assays?
HT1080NT lethal: -1%; HT1080 IDH1KD tx: 9%; GLP1R inv ag: 3%; SW480 rereplic: -1%; KB-3-1 tox: 11%; KB-V1 MDR tox: inconclusive; GLP1R ag: -4%; HEK293 tox: -4%; TDP43 rescue: -9%

What do the screens show for `O=C1Cc2cc(NS(=O)(=O)c3ccc(Cl)cc3)cc3c2N1CCC3`?
HT1080NT lethal: -3%; HT1080 IDH1KD tx: 0%; GLP1R inv ag: 20%; SW480 rereplic: inconclusive; KB-3-1 tox: -17%; KB-V1 MDR tox: inconclusive; GLP1R ag: 19%; HEK293 tox: 7%; TDP43 rescue: -23%

What do the screens show for `CCOc1ccc(NC(=O)Cc2ccccc2)c([N+](=O)[O-])c1`?
HT1080NT lethal: 13%; HT1080 IDH1KD tx: 15%; GLP1R inv ag: 0%; SW480 rereplic: -7%; KB-3-1 tox: 16%; KB-V1 MDR tox: -7%; GLP1R ag: 1%; HEK293 tox: -7%; TDP43 rescue: 0%

What do the screens show for `CCn1c(SCc2cccc(F)c2)nc2c(c1=O)SCC2`?
HT1080NT lethal: -4%; HT1080 IDH1KD tx: 0%; GLP1R inv ag: inconclusive; SW480 rereplic: 1%; KB-3-1 tox: 7%; KB-V1 MDR tox: inconclusive; GLP1R ag: 15%; HEK293 tox: 16%; TDP43 rescue: 0%

Results for COC(=O)C1=C(C)N(C(C)c2ccccc2)C(=O)/C1=C\c1ccco1 (stereo not given) ?
HT1080NT lethal: -1%; HT1080 IDH1KD tx: -4%; GLP1R inv ag: inconclusive; SW480 rereplic: 49%; KB-3-1 tox: -10%; KB-V1 MDR tox: -8%; GLP1R ag: 5%; HEK293 tox: -3%; TDP43 rescue: 19%

How did Cc1ccc(S(=O)(=O)N2CCCC2CNC(=O)C(=O)Nc2ccccc2)cc1 (stereo not given) do in these assays?
HT1080NT lethal: 0%; HT1080 IDH1KD tx: 1%; GLP1R inv ag: inconclusive; SW480 rereplic: 13%; KB-3-1 tox: -4%; KB-V1 MDR tox: -32%; GLP1R ag: 3%; HEK293 tox: -7%; TDP43 rescue: -25%

Results for CCCCn1c(N)c(N(CC(C)C)C(=O)CSc2ccc([N+](=O)[O-])cc2)c(=O)[nH]c1=O ?
HT1080NT lethal: 9%; HT1080 IDH1KD tx: 2%; GLP1R inv ag: 5%; SW480 rereplic: -7%; KB-3-1 tox: inconclusive; KB-V1 MDR tox: 1%; GLP1R ag: -2%; HEK293 tox: 8%; TDP43 rescue: 14%

Results for CC1(C(=O)Nc2ccc3c(c2)OCO3)CCN1C(=O)C1(c2ccc(Cl)cc2)CC1 (stereo not given) ?
HT1080NT lethal: -5%; HT1080 IDH1KD tx: -22%; GLP1R inv ag: inconclusive; KB-3-1 tox: 0%; KB-V1 MDR tox: -6%; GLP1R ag: 7%; HEK293 tox: 8%; TDP43 rescue: 0%

Results for COc1cccc(C(=O)OCn2nnc3ccccc3c2=O)c1OC ?
HT1080NT lethal: 21%; HT1080 IDH1KD tx: 6%; GLP1R inv ag: 18%; SW480 rereplic: -5%; KB-3-1 tox: -6%; KB-V1 MDR tox: 4%; GLP1R ag: 3%; HEK293 tox: -3%; TDP43 rescue: inconclusive

What do the screens show for `CCC(=O)N1CCc2cc(S(=O)(=O)NCc3ccc(C)cc3)ccc21`?
GLP1R inv ag: -2%; KB-3-1 tox: 2%; KB-V1 MDR tox: 0%; GLP1R ag: 1%; HEK293 tox: -2%; TDP43 rescue: 25%

Results for CCOc1ccc(S(=O)(=O)NC(C)C(=O)NCc2cccnc2)cc1 (stereo not given) ?
HT1080NT lethal: -1%; HT1080 IDH1KD tx: -1%; GLP1R inv ag: 16%; SW480 rereplic: -23%; KB-3-1 tox: -1%; KB-V1 MDR tox: 5%; GLP1R ag: 6%; HEK293 tox: -4%; TDP43 rescue: -6%

What do the screens show for `COc1cccc(C(=O)NCCNC(=O)c2ccco2)c1`?
HT1080NT lethal: 0%; HT1080 IDH1KD tx: 23%; GLP1R inv ag: 11%; SW480 rereplic: 2%; KB-3-1 tox: -1%; KB-V1 MDR tox: 0%; GLP1R ag: 5%; HEK293 tox: 1%; TDP43 rescue: -14%

What do the screens show for `CCOC(=O)c1cc(-c2ccccc2)n(CCCC(=O)Nc2ccc(C)c(Cl)c2)c1C`?
GLP1R inv ag: inconclusive; KB-3-1 tox: -13%; KB-V1 MDR tox: -17%; HEK293 tox: 3%; TDP43 rescue: -3%

What do the screens show for `CCC1CCCCN1S(=O)(=O)c1ccccc1` (stereo not given)?
HT1080NT lethal: -1%; HT1080 IDH1KD tx: -1%; GLP1R inv ag: inconclusive; SW480 rereplic: -1%; KB-3-1 tox: 3%; KB-V1 MDR tox: 10%; GLP1R ag: inconclusive; HEK293 tox: 4%; TDP43 rescue: -14%[1.82 µM]

What do the screens show for `OCCNCc1c(OCc2ccc(Cl)cc2)ccc2ccccc12`?
HT1080NT lethal: 23µM*; HT1080 IDH1KD tx: inconclusive; GLP1R inv ag: inconclusive; SW480 rereplic: inconclusive; KB-3-1 tox: 0%; KB-V1 MDR tox: inconclusive; GLP1R ag: 4%; HEK293 tox: inconclusive; TDP43 rescue: -19%

How did COc1cc(/C=C/c2noc(-c3ccccc3O)n2)cc(OC)c1OC do in these assays?
HT1080NT lethal: -13%; HT1080 IDH1KD tx: -14%; GLP1R inv ag: 34%[activator]; SW480 rereplic: -2%; KB-3-1 tox: 19%; KB-V1 MDR tox: 7%; GLP1R ag: 9%; HEK293 tox: 25%; TDP43 rescue: -3%

How did CN(C)CCN1C(=O)C(=O)/C(=C(/O)c2ccc(F)cc2)C1c1ccccc1F (stereo not given) do in these assays?
HT1080NT lethal: 2%; HT1080 IDH1KD tx: 0%; GLP1R inv ag: 2%; SW480 rereplic: -2%; KB-3-1 tox: 10%; KB-V1 MDR tox: 11%; GLP1R ag: -6%; HEK293 tox: 5%; TDP43 rescue: 16%

Results for COCCNC(=O)C1CCCN(S(=O)(=O)c2c(C)noc2/C=C/c2cccs2)C1 (stereo not given) ?
HT1080NT lethal: 5%; HT1080 IDH1KD tx: 2%; GLP1R inv ag: 0%; SW480 rereplic: -20%; KB-3-1 tox: 0%; KB-V1 MDR tox: -45%; GLP1R ag: 6%; HEK293 tox: 5%; TDP43 rescue: 10%

Structural class, the entries above containing an aryl thioether with sulfur outside any ring (two)
What do the screens show for `CCn1c(SCc2cccc(F)c2)nc2c(c1=O)SCC2`?
HT1080NT lethal: -4%; HT1080 IDH1KD tx: 0%; GLP1R inv ag: inconclusive; SW480 rereplic: 1%; KB-3-1 tox: 7%; KB-V1 MDR tox: inconclusive; GLP1R ag: 15%; HEK293 tox: 16%; TDP43 rescue: 0%

Results for CCCCn1c(N)c(N(CC(C)C)C(=O)CSc2ccc([N+](=O)[O-])cc2)c(=O)[nH]c1=O ?
HT1080NT lethal: 9%; HT1080 IDH1KD tx: 2%; GLP1R inv ag: 5%; SW480 rereplic: -7%; KB-3-1 tox: inconclusive; KB-V1 MDR tox: 1%; GLP1R ag: -2%; HEK293 tox: 8%; TDP43 rescue: 14%

Next part.
Results for CCc1ccc(NC(=O)CSc2nc(=O)n3cc(C)ccc3n2)cc1 ?
HT1080NT lethal: 3%; HT1080 IDH1KD tx: 3%; GLP1R inv ag: 60%[activator]; SW480 rereplic: -14%; KB-3-1 tox: 14%; KB-V1 MDR tox: -24%; GLP1R ag: 9%; HEK293 tox: -11%; TDP43 rescue: 22%

Results for CCCC(=O)Nc1nc2ccc(NC(=O)c3ccc(Br)o3)cc2s1 ?
HT1080NT lethal: -18%; HT1080 IDH1KD tx: -11%; GLP1R inv ag: inconclusive; SW480 rereplic: -1%; KB-3-1 tox: inconclusive; KB-V1 MDR tox: 0%; GLP1R ag: 0%; HEK293 tox: -5%; TDP43 rescue: 11%

What do the screens show for `O=C(Nc1ccc2nc(SCCOc3ccccc3Cl)sc2c1)c1ccco1`?
GLP1R inv ag: inconclusive; KB-3-1 tox: 0%; KB-V1 MDR tox: 0%; HEK293 tox: 8%; TDP43 rescue: 8%

What do the screens show for `O=C(C1=COCCO1)N(Cc1nnc(-c2ccccc2Cl)o1)C1CC1`?
HT1080NT lethal: 5%; HT1080 IDH1KD tx: 0%; GLP1R inv ag: 6%; SW480 rereplic: 0%; KB-3-1 tox: 2%; KB-V1 MDR tox: 16%; GLP1R ag: -6%; HEK293 tox: 2%; TDP43 rescue: 18%

What do the screens show for `O=C1OC(c2ccc(F)cc2)=N/C1=C\c1ccc(Br)o1`?
HT1080NT lethal: 5%; HT1080 IDH1KD tx: 17%; GLP1R inv ag: 9%; SW480 rereplic: 0%; KB-3-1 tox: 2%; KB-V1 MDR tox: 10%; GLP1R ag: 0%; HEK293 tox: -15%; TDP43 rescue: 17%

What do the screens show for `CCCCn1c(CCC(=O)O)nc2c1c(=O)[nH]c(=O)n2CCC`?
HT1080NT lethal: 21%; HT1080 IDH1KD tx: 13%; GLP1R inv ag: -10%; SW480 rereplic: -3%; KB-3-1 tox: -1%; KB-V1 MDR tox: 0%; GLP1R ag: -5%; HEK293 tox: -13%; TDP43 rescue: -6%
